Bioassay records from PubChem BioAssay.
SENP7 block – SENP7 protease inhibitors, primary screen, biochemical, luminescence, uHTS | Sentrin-specific protease 7 (Homo sapiens), Q9BQF6 | recombinant SENP7, Z-RLRGG-aminoluciferin luminescence, 40 min | inhibition, % at 5 µM | actives 1.5% (n = 330,000);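 active = inhibition above about 50% at the single test dose, limit read from the data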;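 also: plate controls were DMSO with enzyme for no effect and no enzyme buffer wells for full effect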
Target sequence (Q9BQF6 706-1050 limits assumed): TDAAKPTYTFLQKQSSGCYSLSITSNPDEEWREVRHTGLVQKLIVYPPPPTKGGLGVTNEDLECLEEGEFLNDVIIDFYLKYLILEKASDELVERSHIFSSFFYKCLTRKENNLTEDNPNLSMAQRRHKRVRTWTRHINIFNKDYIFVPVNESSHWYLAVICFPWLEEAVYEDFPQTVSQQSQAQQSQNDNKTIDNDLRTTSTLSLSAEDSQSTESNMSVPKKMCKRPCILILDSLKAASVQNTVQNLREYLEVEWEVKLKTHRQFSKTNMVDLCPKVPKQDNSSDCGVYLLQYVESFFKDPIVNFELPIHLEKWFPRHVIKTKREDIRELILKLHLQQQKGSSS
Apaf1 inhib – inhibitors of human Apaf-1 apoptosome, primary screen, biochemical, DEVD-Rh110 fluorescence, uHTS; reconstituted apoptosome caspase-3 activity; actives 0.71% (n = 330,000); inhibition, % at 20 µM; active = inhibition of at least 40% at 20 µM;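 also: plate controls were DMSO wells for no effect and DEVD-CHO caspase inhibitor wells for full effect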
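System: reconstituted apoptosome with Apaf-1, cytochrome c, caspase-9, procaspase-3, dATP; Signal: Rh110 fluorescence intensity; Schedule: 30 min compound preincubation, 50 min activation, room temperature; Reagent: cytochrome c trigger plus (Z-DEVD)2-Rh110 caspase-3 substrate.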
SENP8 block-1 – SENP8 protease inhibitors, primary screen, biochemical, luminescence; Sentrin-specific protease 8 (Homo sapiens), Q96LD8; purified SENP8, Z-RLRGG-aminoluciferin cleavage; inhibition, % at 10 µM; actives 1.2% (n = 330,000); AID 2540, 2010; in the data active = inhibition above about 50%
Target sequence (Q96LD8 whole entry, looked up): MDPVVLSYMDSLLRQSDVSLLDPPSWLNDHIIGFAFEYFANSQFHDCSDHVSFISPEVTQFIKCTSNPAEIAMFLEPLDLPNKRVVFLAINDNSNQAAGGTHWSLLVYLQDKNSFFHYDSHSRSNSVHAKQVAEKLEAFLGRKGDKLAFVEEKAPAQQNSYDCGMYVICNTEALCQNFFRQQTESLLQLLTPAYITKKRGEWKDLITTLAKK
HKDC1 inhibitor – HKDC1 hexokinase inhibitors, primary screen, biochemical, fluorescence, uHTS; Q2TB90; recombinant HKDC1, G6PDH/diaphorase resazurin coupled fluorescence; inhibition, % at 20 µM; actives 0.16% (n = 340,000);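 active = inhibition above about 35% when tested at 20 µM, limit read from the data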;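 also: plate controls were DMSO wells with enzyme for no effect and DMSO wells lacking enzyme for full effect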
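test system = in-house recombinant HK5 (HKDC1) enzyme | amount = HKDC1 at 5 µg/mL | control set = DMSO-enzyme wells negative, buffer-substituted wells positive | compound = one dose of 20 µM, 1% DMSO | schedule = reaction time 90 min, room temperature, protected from light | technique = resorufin fluorescence at 613 nm | reagent = glucose with 1 mM ATP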
SENP6 block – SENP6 protease inhibitors, primary screen, biochemical, luminescence, uHTS; Recombinant SENP6 catalytic domain, aminoluciferin luminescence; inhibition, % at 10 µM; actives 1.8% (n = 330,000); AID 2599, 2010;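 active = inhibition above about 50% at the single tested dose, limit read from the data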;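 also: plate controls were DMSO wells with enzyme for no effect and DMSO wells lacking enzyme for full effect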
SENP1 FRET inh – human SENP1 catalytic domain inhibitors, primary screen, biochemical, FRET, uHTS; Sentrin-specific protease 1 (Homo sapiens), Q9P0U3; recombinant SENP1 catalytic domain, CyPet-SUMO1-YPet FRET cleavage; inhibition, % at 10 µM; actives 0.21% (n = 360,000); AID 624204, 2012;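 active = inhibition at least 30% at 10 µM, raw YFP signal under a set limit, fluorescence ratio 0.5 to 1.5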;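 also: 0% = enzyme with DMSO and 100% = no enzyme wells; some results filed as inactive read as strong as hits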
Target sequence (Q9P0U3 419-644 limits assumed): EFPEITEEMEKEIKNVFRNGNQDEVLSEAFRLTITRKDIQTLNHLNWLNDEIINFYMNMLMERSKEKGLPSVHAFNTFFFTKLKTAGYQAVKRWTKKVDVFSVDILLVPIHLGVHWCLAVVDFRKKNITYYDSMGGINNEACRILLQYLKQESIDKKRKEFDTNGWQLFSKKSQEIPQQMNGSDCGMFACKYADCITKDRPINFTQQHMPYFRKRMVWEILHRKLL
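Assay system: hSENP1 catalytic domain, recombinant. Amount: SENP1 enzyme, 20 pM final. Schedule: 50 min reaction, RT, dark. Technique: FRET, CFP and YFP emission. Control set: no-enzyme wells low, DMSO-plus-enzyme wells high control.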
PfG6PD inh – PfG6PD enzyme inhibitors, primary screen, biochemical, fluorescence intensity, uHTS | inhibition, % at 20 µM | glucose-6-phosphate dehydrogenase-6-phosphogluconolactonase (Plasmodium falciparum 3D7) | actives 0.78% (n = 350,000) | PfGluPho enzyme, NADPH resazurin-diaphorase fluorescence | AID 504690, 2011;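 active = inhibition reaching at least a set limit at 20 µM in the primary screen, cut at about 59% in these data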;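 also: 0% = DMSO wells with substrate and 100% = DMSO wells lacking glucose-6-phosphate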
SENP8 block-2 – human SENP8 protease inhibitors, primary screen, biochemical, fluorescence, Nedd8 protein substrate, uHTS. Sentrin-specific protease 8 (Homo sapiens), Q96LD8. recombinant SENP8. inhibition, % at 20 µM. actives 0.64% (n = 360,000). AID 602440, 2012; in the data active = inhibition mostly above about 40%, no sharp cut-off; inactive = mostly below about 27%
The depositor's hits bear a star; . = not tested or not shown.

SMILES	SENP7 block	Apaf1 inhib	SENP8 block-1	HKDC1 inhibitor	SENP6 block	SENP1 FRET inh	PfG6PD inh	SENP8 block-2
O=c1c2ccccc2nc(-c2ccccc2)n1Cc1ccc(Cl)cc1	-4	8	-4	0	4	0	-15	14
COC(=O)C1CCN(C(=O)C2CCC(=O)N(CCc3cccc(F)c3)C2)CC1 (stereo not drawn)	2	0	8	-2	-11	1	-1	0
COC1CCCN(Cc2cn(C)nc2-c2ccc(Oc3ccccc3)cc2)C1 (stereo not drawn)	2	-2	-6	-3	10	-1	5	24
COc1ccc(-c2cc(C(F)(F)F)nc(-n3cncn3)n2)cc1	3	2	-3	-1	-1	2	-2	-304
CCc1ccc(NS(=O)(=O)c2ccc3c(c2)oc(=O)n3C)cc1	-8	14	-7	1	2	4	-18	12
OCCC1CN(Cc2cnc(-c3ccccc3)s2)CCN1Cc1ccccc1 (stereo not drawn)	-6	9	-8	-6	12	-2	-10	3
COc1ccc2c(c1)C=C(CN1CCN(Cc3ccccc3C)C(CCO)C1)CO2 (stereo not drawn)	-2	7	-1	-2	12	-2	-1	-15
O=C(NC1CCCCC1)c1ccc(-c2ccc(Cl)cc2)o1	2	15	-11	6	-3	-3	8	-39
O=C(c1ccc2c(=O)n(Cc3ccc4c(c3)OCO4)c(=O)[nH]c2c1)N1CCN(c2ccccc2)CC1	5	18	0	3	-4	-1	-2	-15
O=C(O)C1CCN(Cc2oc(CO)cc(=O)c2O)C1 (stereo not drawn)	.	.	.	-6	.	2	-21	16
CCOc1ccc(CN(C)C(C)C(=O)NCc2ccccc2)cc1 (stereo not drawn)	-3	3	-2	-5	6	0	7	19
CCCNc1c(NS(=O)(=O)c2ccc(C(C)(C)C)cc2)c(=O)oc2ccccc12	0	-5	-5	3	-8	-1	-6	-8
COc1ccccc1N1CC(C(=O)Nc2ccc(S(=O)(=O)N3CCOCC3)cc2)CC1=O (stereo not drawn)	-1	11	0	-1	3	-10	2	-9
CCCSc1nnc(-c2cnn(-c3ccccc3)c2-n2cccc2)n1C	2	5	5	-2	-17	-1	5	16
COC(=O)C1CCN(S(=O)(=O)c2ccc(NC(C)=O)cc2)CC1	-4	11	-1	-6	-7	1	-12	4
Cc1ccc2nc(C(F)OC(F)(F)F)[nH]c2c1 (stereo not drawn)	9	-2	-3	-3	7	0	-13	17
CC(=O)c1ccc(N2C(=NC(=O)COc3ccccc3)SC3CS(=O)(=O)CC32)cc1 (stereo not drawn)	10	1	6	3	-3	0	-6	-5
COC(=O)C1=C(C(=O)c2ccccc2)C(c2ccc(OC)c(OC)c2)Nc2nnnn21 (stereo not drawn)	5	-12	-2	6	-2	12	-4	14
Cc1nn(CCOc2ccccc2)c(=O)n1-c1ccc(F)cc1	1	-4	-6	2	-11	1	-21	12
O=C(NC(=S)Nc1ccccc1N1CCCC1)c1ccc([N+](=O)[O-])cc1	-10	10	-10	0	-1	-2	1	31
COc1ccc(COc2ccc3c(C)cc(=O)oc3c2)cc1	40	8	50*	-2	70*	2	-2	-160
C=C1CCN([C@H](C(=O)O)C(C)C)S(=O)(=O)c2ccccc21	1	1	-1	-5	-11	5	3	0
COc1cc(/C=C/C(=O)OCC(=O)N2CC(=O)Nc3ccccc32)ccc1O	2	-6	-11	-4	-8	-59	4	-359
CSc1nc(NS(=O)(=O)c2ccc(F)cc2F)nn1C	-1	-4	8	-7	-6	0	7	5
CCn1c(COC(=O)CNC(=O)c2ccccc2)nc2cc(S(=O)(=O)N(C)C)ccc21	-2	4	-7	-10	-1	-10	-11	-20
More entries follow:
SMILES	SENP7 block	Apaf1 inhib	SENP8 block-1	HKDC1 inhibitor	SENP6 block	SENP1 FRET inh	PfG6PD inh	SENP8 block-2
C/C(=N\NC(=O)C1CCCN(S(=O)(=O)c2ccccc2)C1)c1ccccn1 (stereo not drawn)	-2	-6	-4	-2	-9	1	3	14
CCN(CC(=O)Nc1ccc(NC(C)=O)cc1)C(=O)C1CC(=O)N(Cc2ccc(C)cc2)C1 (stereo not drawn)	-6	22	-6	-5	-12	0	-9	22
CC(=O)NS(=O)(=O)c1ccc(NC(=O)c2cccc3ccccc23)cc1	6	-9	-4	1	-14	4	-8	-2
CC(=O)Nc1cccc(C(=O)OCc2ccc([N+](=O)[O-])cc2)c1	-10	0	4	-2	-3	1	24	15
Cc1nc(-c2ccccc2)sc1C(=O)O	36	6	40	19	43	0	0	9
O=C(NCc1ccco1)c1cccc2c1C(=O)c1ccc(N3CCCC3)cc1S2(=O)=O	-10	18	-16	-4	-24	-32	-3	24
COC(=O)c1cc(S(=O)(=O)N2CCCCCC2)cn1C	-3	-10	-6	0	-18	2	-6	10
O=C(NC1CCCC1)C1CCN(c2nccs2)CC1	6	-10	-3	1	9	-1	-19	0
OCCn1c(SCCOc2ccccc2)nc2ccccc21	2	-5	6	-14	-16	3	7	6
O=C(O)[C@@H]1CCCN1C(=O)c1ccco1	5	-12	-6	-5	-15	0	-7	13
CCOC(=O)C1CCN(C2=NC(=O)/C(=C/c3ccc(O)cc3)S2)CC1	0	2	-2	0	-13	1	10	-8
CCN(C[C@H]1N[C@@](C)(C(=O)OC)[C@H]2C(=O)N(C)C(=O)[C@@H]12)C(=O)Nc1ccc(F)cc1	-10	-12	2	-2	22	0	5	13
COc1ccccc1Nc1cc(C)nc2c(C)ccc([N+](=O)[O-])c12	-4	9	-13	-1	4	5	-2	23
COC(OC)c1ccnc(SCc2ccccc2Cl)n1	9	-3	0	-7	-11	-1	6	18
C=CCc1cccc(/C=N/n2cnnc2)c1O	1	-2	1	2	-13	41	8	-8
CCOC(=O)C1CCCCN1Cc1cccc(OC)c1OC (stereo not drawn)	4	-18	-3	-7	-9	1	0	5
CCn1c(C)nnc1SCC(=O)NC1CCCCCC1	3	-6	6	-3	-2	1	-2	-2
CCN(CC)CC(O)CN1c2ccccc2Sc2ccccc21 (stereo not drawn)	2	6	-10	1	0	0	6	1
O=C(c1cc(C(=O)N2CCOCC2)c2nc3ccccc3n2c1)c1ccccc1O	-6	-13	-1	1	-1	.	8	.
CCC1(C)Cc2c(sc3c2c(=O)n(C)c2nnc(SCC(=O)c4ccccc4)n32)CO1 (stereo not drawn)	1	13	4	-3	-4	4	11	15
O=C(CC1(O)C(=O)N(C/C=C/c2ccccc2)c2ccccc21)c1ccccn1 (stereo not drawn)	4	-7	3	-2	-14	1	3	-4
O=C(/C=C/c1ccc([N+](=O)[O-])s1)N1CCCC1	1	6	-5	-5	17	2	4	24
Cc1ccc(-n2c(SCC(=O)N/N=C/c3ccccc3OCC(=O)O)nc3ccccc3c2=O)cc1	-7	1	4	0	5	2	9	25
COc1ccc(-c2ccc(=O)n(CC(=O)Nc3ccc(C(=O)NC4CC4)cc3)n2)cc1OC	-2	0	-4	-2	-11	2	-6	-114
O=C(c1cccc(S(=O)(=O)N2CCCCC2)c1)N1CCN(S(=O)(=O)c2ccc(F)cc2)CC1	-5	14	-3	-2	7	1	16	15

Single values from the entries so far:
Result of COC(=O)c1cc(S(=O)(=O)N2CCCCCC2)cn1C in SENP6 block: -18
Result of CCc1ccc(NS(=O)(=O)c2ccc3c(c2)oc(=O)n3C)cc1 in HKDC1 inhibitor: 1
Result of O=C(O)[C@@H]1CCCN1C(=O)c1ccco1 in PfG6PD inh: -7
Result of O=C(O)C1CCN(Cc2oc(CO)cc(=O)c2O)C1 (stereo not drawn) in PfG6PD inh: -21
Result of O=C(NC1CCCCC1)c1ccc(-c2ccc(Cl)cc2)o1 in SENP7 block: 2
Result of CCCNc1c(NS(=O)(=O)c2ccc(C(C)(C)C)cc2)c(=O)oc2ccccc12 in SENP1 FRET inh: -1

The listing picks up; the 2 compounds before the break are reprinted first.
SMILES	SENP7 block	Apaf1 inhib	SENP8 block-1	HKDC1 inhibitor	SENP6 block	SENP1 FRET inh	PfG6PD inh	SENP8 block-2
COc1ccc(-c2ccc(=O)n(CC(=O)Nc3ccc(C(=O)NC4CC4)cc3)n2)cc1OC	-2	0	-4	-2	-11	2	-6	-114
O=C(c1cccc(S(=O)(=O)N2CCCCC2)c1)N1CCN(S(=O)(=O)c2ccc(F)cc2)CC1	-5	14	-3	-2	7	1	16	15
Cc1cccc(C(=O)OCC(=O)N2CCc3ccccc3C2)c1O	-4	26	-27	-3	8	-1	0	-9
O=C(O)/C=C\C(=O)NCc1cccnc1	2	-7	4	-6	8	-7	-29	0
Nc1nc(CSc2nnnn2-c2ccc(Cl)cc2)nc(N2CCOCC2)n1	-1	-1	3	-7	-108	-3	-8	26
O=C(Nc1ccccc1OC(F)F)c1ccccc1	-5	2	-9	4	-17	1	-11	15
Cc1cccc(C)c1NC(=S)/C(=C(\[O-])c1cccs1)[n+]1ccccc1	5	-1	-5	-12	0	-5	6	14
O=[N+]([O-])c1ccc(N2CCc3ccccc3C2)cc1	8	12	-5	2	0	-7	20	29

Reprinted at random: 2 compounds from above.
SMILES	SENP7 block	Apaf1 inhib	SENP8 block-1	HKDC1 inhibitor	SENP6 block	SENP1 FRET inh	PfG6PD inh	SENP8 block-2
Cc1cccc(C(=O)OCC(=O)N2CCc3ccccc3C2)c1O	-4	26	-27	-3	8	-1	0	-9
O=C(O)/C=C\C(=O)NCc1cccnc1	2	-7	4	-6	8	-7	-29	0

Sorted by the number under SENP1 FRET inh (highest first): some entries from above.
SMILES	SENP7 block	HKDC1 inhibitor	SENP6 block	SENP1 FRET inh	PfG6PD inh
Cc1cccc(C(=O)OCC(=O)N2CCc3ccccc3C2)c1O	-4	-3	8	-1	0
Nc1nc(CSc2nnnn2-c2ccc(Cl)cc2)nc(N2CCOCC2)n1	-1	-7	-108	-3	-8
Cc1cccc(C)c1NC(=S)/C(=C(\[O-])c1cccs1)[n+]1ccccc1	5	-12	0	-5	6
